# High-throughput results as filed in PubChem.
# SR-BI DiI-HDL act = activators of SR-BI mediated HDL lipid uptake; activation, % at 12.5 µM; CHO ldlA[mSR-BI] cells, DiI-HDL uptake fluorescence, 3 h; 100 = double the neutral-control signal; 320,000 tested, 0.096% active;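 active = mean replicate activation of at least 60% and every replicate at or above 60%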;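 also: 0% = median plate neutral-control signal and 100% = twice that signal; values of inactives mirror those of a sister screen read the other way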
#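 system = CHO ldlA[mSR-BI] cells, LDL receptor-null, SR-BI overexpressing | medium = Ham's F12 with 0.5% BSA, HEPES 25 mM, pH 7.4 | probe or stimulus = DiI-HDL 10 µg/mL | compound dosing = single-point compound dose | incubation = compound exposure 3 h, 37 °C | technique = DiI fluorescence, bottom read | read-out = cell-associated DiI fluorescence as measure of HDL uptake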
# MITF TRPM1 HTS = activators of MITF-driven TRPM1 promoter activity in SK-MEL-5 cells; 300,000 tested, 0.75% active; SK-MEL-5 TRPM1-promoter luciferase, 24 h; % of positive control, neutral wells = 0; activation, % at 12.5 µM;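 active = mean activation of at least 80% with every replicate also reaching 80%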;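 also: 0% = neutral control wells and 100% = parthenolide positive control wells; values of inactives mirror those of a sister screen read the other way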
# SR-BI DiI inh = mouse SR-BI HDL lipid transfer inhibition | Q61009 | ldlA[mSR-BI] CHO cells, DiI-HDL uptake fluorescence, 3 h | inhibition, % at 12.5 µM | 320,000 tested, 0.96% active | AID 488896;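 active = mean replicate inhibition of at least 70% and a set share of replicates each scoring 70 or more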;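 also: 0% = median of neutral control wells and 100% = median of positive control wells; values of inactives mirror those of a sister screen read the other way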
# HTR5A ag ctr = activates human HTR5A in OPRM1-OPRD1 agonist counter-screen; P47898; HTR5A agonist assay, luminescence, cell-based; activation, % at 9.3 µM; 340,000 tested, 0.61% active; AID 504692; in the data active = activation mostly above about 9.5%, no sharp cut-off; inactive = mostly below about 7.6%;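 also: 0% = cells with vehicle only and 100% = reference agonist; strong numbers were not always called active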
# Target sequence (P47898 whole entry, looked up): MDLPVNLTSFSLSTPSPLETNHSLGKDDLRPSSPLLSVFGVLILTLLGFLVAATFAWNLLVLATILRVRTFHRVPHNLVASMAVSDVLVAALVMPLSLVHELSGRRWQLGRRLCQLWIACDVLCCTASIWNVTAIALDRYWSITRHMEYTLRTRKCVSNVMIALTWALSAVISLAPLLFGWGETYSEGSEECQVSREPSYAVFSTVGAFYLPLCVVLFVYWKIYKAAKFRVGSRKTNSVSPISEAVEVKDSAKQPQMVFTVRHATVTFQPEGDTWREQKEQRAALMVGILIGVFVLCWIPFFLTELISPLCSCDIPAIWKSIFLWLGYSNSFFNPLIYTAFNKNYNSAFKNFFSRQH
# CDK5 p35 inh = inhibitors of human CDK5/p35 kinase | Q00535+Q15078 | Recombinant CDK5/p35, ADP-Glo luminescence, 60 min | inhibition, % at 10 µM | 330,000 tested, 0.01% active;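 active = highest replicate inhibition of at least 50% and at least 75% of replicates reaching 50%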;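 also: plate controls were DMSO neutral control for no effect and GW8510 at 10 µM for full effect; many of its hits are not listed in these tables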
# Target sequence (Q00535 whole entry, looked up): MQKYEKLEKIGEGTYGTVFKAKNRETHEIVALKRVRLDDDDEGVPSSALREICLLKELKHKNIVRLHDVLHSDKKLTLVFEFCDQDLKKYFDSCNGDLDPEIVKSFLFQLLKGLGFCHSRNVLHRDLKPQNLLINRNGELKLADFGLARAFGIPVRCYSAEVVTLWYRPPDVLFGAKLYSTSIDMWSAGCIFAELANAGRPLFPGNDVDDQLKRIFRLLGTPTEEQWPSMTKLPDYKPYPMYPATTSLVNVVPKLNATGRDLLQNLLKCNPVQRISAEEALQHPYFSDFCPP
# Target sequence (Q15078 whole entry, looked up): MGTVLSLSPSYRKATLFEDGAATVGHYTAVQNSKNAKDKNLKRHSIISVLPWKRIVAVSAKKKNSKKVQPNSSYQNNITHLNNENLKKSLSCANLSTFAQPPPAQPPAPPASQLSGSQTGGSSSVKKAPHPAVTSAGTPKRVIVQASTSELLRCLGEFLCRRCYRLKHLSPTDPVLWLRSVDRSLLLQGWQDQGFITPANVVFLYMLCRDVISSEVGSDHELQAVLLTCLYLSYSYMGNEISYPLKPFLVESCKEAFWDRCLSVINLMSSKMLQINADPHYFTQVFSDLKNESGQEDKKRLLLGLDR
# cardiac RTF act = increases calcium sensitivity of human cardiac regulated thin filaments; P19429+P45379; IANBD-labeled TnC RTF fluorescence at EC20 calcium; 0% EC20 calcium, 100% full calcium; activation, % at 7.2 µM; 340,000 tested, 0.24% active; AID 493008;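 active = activation above the mean over all tested compounds plus 3 SD, cut at about 30% in these data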;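 also: rise in fluorescence read as greater calcium sensitivity of cardiac thin filaments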
# Wnt bcat act = activators of Wnt/beta-catenin signaling; Wnt/beta-catenin reporter cell assay, activator, plate reader; activation, % at 9.35 µM; 300,000 tested, 1.2% active; in the data active = activation above about 30%, passing the limit was not always enough;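 also: 0% = neutral control wells and 100% = positive control wells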
# Rtt109 HAT inh = inhibitors of Candida albicans Rtt109/Vps75 histone acetyltransferase | Q5AAJ8 | purified Rtt109/Vps75, ThioGlo CoA-SH fluorescence, 4 h | inhibition, % at 34.9 µM | 330,000 tested, 0.16% active | AID 540336;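 active = inhibition of at least 50% in every replicate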
# PvdQ acylase = P. aeruginosa PvdQ acylase inhibition | purified PvdQ acylase, fluorescence plate reader | inhibition, % at 10 µM | 340,000 tested, 0.063% active | AID 488965; in the data active = inhibition above about 30%, passing the limit was not always enough;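 also: 0% = vehicle neutral wells and 100% = reference inhibitor wells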
# dFosB activator = activators of mouse delta FosB homodimer; 340,000 tested, 0.99% active; activation, % at 25 µM; purified delta FosB, TAMRA-CDK5 oligo fluorescence polarization; percent of positive-control signal above neutral wells;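 active = mean activation above about 17%, with every replicate also reaching it, limit read from the data, passing the limit was not always enough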;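 also: fluorescence polarization rise as delta FosB binds a TAMRA Cdk5 AP-1 oligo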
# * marks the source's active call; other numbers are inactive results; x = not tested or not shown.
SMILES,SR-BI DiI-HDL act,MITF TRPM1 HTS,SR-BI DiI inh,HTR5A ag ctr,CDK5 p35 inh,cardiac RTF act,Wnt bcat act,Rtt109 HAT inh,PvdQ acylase,dFosB activator
COC(=O)C(NC(C)=O)(Nc1nc(C)cs1)C(F)(F)F (stereo not drawn),-10.4,19.0,10.4,0.1,-1.5,4.5,-3.3,-41.1,-15.2,1.0
O=C(Nc1cccc2cccnc12)c1cccc(N2C(=O)CCC2=O)c1,-12.7,-5.9,12.7,-2.8,0.2,0.9,x,6.2,-14.2,-10.1
Cc1ccc(/C=N/n2c(-c3ccncc3)n[nH]c2=S)cc1,-8.0,13.9,8.0,-2.6,4.4,7.0,-11.5,8.1,10.3,3.1
COc1cc(=O)n2c(n1)SCCC2,3.4,-7.9,-3.4,0.8,-0.7,2.5,x,1.7,-10.3,1.5
O=C(NCc1ccccn1)c1ccc(Cn2cc(Br)cn2)o1,6.3,-13.8,-6.3,-3.4,0.3,4.4,-0.1,1.8,-6.1,-0.4
CCCCn1nnnc1NCc1ccc(OC)c(OC)c1,10.8,-0.4,-10.8,-1.3,-1.0,-0.5,-0.4,8.8,6.2,-9.9
O=C(CC1SC(N2CCCC2)=NC1=O)Nc1ccc(C(=O)N2CCN(c3cccc(Cl)c3)CC2)cc1 (stereo not drawn),-21.2,-23.0,21.2,6.2,0.3,-8.0,-2.7,11.2,0.1,-8.3
Cc1cc(C)c2nc(N(CCCN(C)C)C(=O)c3ccc4c(c3)OCCO4)sc2c1,15.4,20.9,-15.4,-7.3,-0.3,-1.7,-4.7,17.1,7.2,30.7*
C=CCOC(=O)C1=C[C@H](c2cn(C(C)=O)c3ccccc23)C[C@H](OCCCCO)O1,-13.9,-7.8,13.9,6.3,1.3,-4.9,-0.7,-6.9,-9.1,-5.8
CCC(C)NC(=S)Nc1ccccc1 (stereo not drawn),15.4,0.6,-15.4,3.5,-0.8,0.8,3.6,-1.4,-14.2,4.1
Cc1ccc(Cl)cc1N=C(N)N=C(N)N,18.9,9.9,-18.9,-0.1,-0.5,1.8,-0.2,15.1,5.3,-6.8
COc1cccc(C2=NOC(C(=O)NCCCn3ccnc3)C2)c1 (stereo not drawn),3.9,-3.0,-3.9,2.3,0.1,2.3,-5.9,1.4,-3.8,-1.1
CCOC(=O)C(Cc1ccccc1)C(=O)Nc1nccs1 (stereo not drawn),-12.1,4.9,12.1,-1.6,-0.9,-1.7,x,2.6,-5.4,-5.6
CC1CC(C)CN(S(=O)(=O)c2ccc(NC(=O)[C@@H]3CCCN3C(=O)c3cccs3)cc2)C1 (stereo partly drawn),19.3,0.7,-19.3,-6.1,-0.9,5.5,-0.1,-8.9,-5.0,7.4
O=S1(=O)NC2CCCCCN2c2ccc(F)cc21 (stereo not drawn),-6.2,-0.5,6.2,3.0,0.9,-0.7,x,3.0,-14.4,8.1
COc1ccc(CC(=O)OCC(=O)NCc2ccccc2Cl)cc1OC,80.0*,-2.3,-80.0,3.2,-0.7,3.9,-3.3,6.7,-0.7,-5.6
O=C(O)c1cc2c(cc1NC(=O)c1ccccc1C(F)(F)F)OCCCO2,11.8,-8.6,-11.8,0.6,-0.3,-3.8,-1.4,-2.7,16.9,-0.3
COc1ccccc1/C=C(/C(=O)OCC(=O)Nc1cc(C)ccc1C)c1ccccc1,-11.4,-19.9,11.4,1.0,-8.1,-0.7,x,-1.2,-23.6,-4.1
COc1cccc(/C=N/NC(=O)c2c(-c3ccccc3)noc2C)c1O,-56.3,-47.0,56.3,1.9,-1.3,2.0,x,-2.0,-16.4,-6.8
COc1ccc(NC2CCCN(C(=O)CCC(=O)c3ccc(F)cc3)C2)cc1 (stereo not drawn),-19.2,28.0,19.2,-5.7,1.4,-1.7,3.8,2.0,1.1,-0.3
Cc1ccc(Nc2c3c(nc4ncnn24)CC(C)CC3)cc1 (stereo not drawn),-4.7,-26.5,4.7,-1.7,x,-1.2,x,10.2,-6.9,-6.1
CN(C)CCC1(C2=CCCC2)CC/C(=C/c2ccc(Cl)cc2)C1=O (stereo not drawn),-9.7,13.1,9.8,2.8,-0.2,-2.1,-1.4,-4.0,-5.3,2.2
COC(=O)c1ccccc1NC(=O)CSc1nnc(-c2cccnc2)o1,x,15.0,x,-0.5,-3.7,-3.1,3.1,-1.7,-8.4,-7.1
OCCCNc1c2c(nc3cc(-c4ccc(Cl)cc4)nn13)CCC2,-47.4,61.5,47.4,-0.1,-0.2,-2.2,2.4,-2.9,-1.8,-5.7
COc1ccccc1OCCC(=O)N1CCN(c2ccccc2OC)CC1,-20.8,1.3,20.8,0.9,0.6,1.6,3.0,-6.9,-7.4,-11.2
CCOC(=O)C1CCN(C(=O)CN(Cc2ccc(Cl)cc2)S(C)(=O)=O)CC1,21.7,5.5,-21.7,-1.6,-1.1,-0.9,0.6,2.1,-9.5,-1.0
O=C(NCCCn1ccnc1)c1ccccc1NS(=O)(=O)c1ccc(F)c(F)c1,23.9,-2.5,-23.9,2.4,-2.0,-0.6,x,-8.3,-12.2,-5.2
CC(C)(C)OC(=O)N1CCC(NC(=O)c2[nH]cnc2C(=O)Nc2cccc(Cl)c2)CC1,-7.0,-14.6,7.0,-2.8,0.7,0.1,-4.1,-12.3,-9.3,-10.3
O=C(NCCN1CCN(c2cccc(Cl)c2)CC1)C1CCCN(S(=O)(=O)c2cnc[nH]2)C1 (stereo not drawn),4.8,-3.5,-4.8,3.0,-0.3,-7.1,-1.4,-6.6,-15.0,0.0
CC(C)C(=O)NC(C)C(c1cccs1)N1CCN(C)CC1 (stereo not drawn),27.1,-7.6,-27.1,4.7,-0.8,6.9,-4.3,-2.5,-15.2,-21.6
CN1CC=C2C(C#N)=C(N)C(C#N)(C#N)[C@H](c3cccc(Cl)c3)C2C1 (stereo partly drawn),-9.7,-7.6,9.7,-1.5,2.5,26.6,x,3.8,-13.2,0.9
Cc1ccccc1-c1nc(CS(=O)CC(=O)NCCCN(C)c2ccccc2)c(C)o1 (stereo not drawn),-5.9,x,5.9,3.8,-1.9,0.1,15.1,1.4,-11.3,-8.3
CC(=O)c1ccc(NC(=O)CCn2c(=O)oc3ccccc32)cc1,-8.7,-3.5,8.7,-2.1,0.3,-1.7,1.4,-0.5,-5.7,-4.0
CC(=O)N/C(=C\c1ccccc1)C(=O)OC(C)C(=O)NCc1ccccc1 (stereo not drawn),16.6,1.4,-16.6,-7.5,1.8,4.5,1.3,-4.2,-13.8,-3.2
COC(=O)c1ccc(/C=N/OCC(=O)NC2CCCCCCC2)cc1,-16.3,15.9,16.3,2.3,-1.4,-3.7,x,-16.7,-3.9,-1.6
COc1cccc(NC(=S)N2CCC(C(=O)c3ccc(F)cc3)CC2)c1,-15.1,x,15.1,0.0,2.6,-1.7,0.1,-0.1,-10.0,-6.3
Cc1ccc(C)c2[nH]c(=O)c(CN(Cc3ccco3)C(=S)NCC3CCCO3)cc12 (stereo not drawn),-2.9,-6.2,2.9,-0.7,-0.8,0.3,-0.3,-4.1,-15.3,-7.7
CC12CCC(=O)C=C1CCC1C2CCC2(C)C1CC1C3C(=O)N(Cc4ccccc4)C(=O)C3CC(=O)C12 (stereo not drawn),10.4,9.3,-10.4,1.9,1.3,1.8,-7.4,-4.3,-10.9,-12.7
CCc1ccc(C(=O)CN2C(=O)NC3(CCCCCC3)C2=O)cc1,7.8,75.2,-7.8,-10.1,1.9,-6.2,13.2,-4.5,-10.6,-2.9
COCCCNC(=O)COc1ccc(S(=O)(=O)Nc2ccccc2)cc1,6.2,0.5,-6.2,2.0,0.4,-10.4,-1.5,9.8,-0.1,-1.5
N#CCC(=O)N/N=C/c1cn(Cc2ccccc2C#N)c2ccccc12,-49.4,x,49.4,2.0,-0.5,4.6,0.8,4.1,-11.6,-12.3
COc1ccc(OC)c(-n2cnc3cc(C(=O)O)ccc32)c1,-1.2,x,1.2,-1.3,0.2,-0.2,-1.3,-7.2,-1.9,-8.3
O=C(CN1C(=O)COc2ccccc21)N1CCc2ccccc2C1,-1.9,x,1.9,-7.6,-3.1,-0.5,-1.8,-1.6,4.9,-1.7
Cc1cc(NC(=O)c2ccccc2)sc1C,-14.9,28.2,14.9,0.8,2.7,1.5,54.2*,-5.5,-8.4,3.3
CN(C(=O)COc1ccccc1C(=O)NCc1ccccc1)C1CCS(=O)(=O)C1 (stereo not drawn),8.3,1.4,-8.3,5.5,1.5,-2.0,-1.8,0.7,1.3,-4.9

# Ordered by count of non-hydrogen atoms (high to low): five of the compounds above
SMILES,SR-BI DiI-HDL act,MITF TRPM1 HTS,SR-BI DiI inh,HTR5A ag ctr,CDK5 p35 inh,cardiac RTF act,Wnt bcat act,Rtt109 HAT inh,PvdQ acylase,dFosB activator
COCCCNC(=O)COc1ccc(S(=O)(=O)Nc2ccccc2)cc1,6.2,0.5,-6.2,2.0,0.4,-10.4,-1.5,9.8,-0.1,-1.5
CN1CC=C2C(C#N)=C(N)C(C#N)(C#N)[C@H](c3cccc(Cl)c3)C2C1 (stereo partly drawn),-9.7,-7.6,9.7,-1.5,2.5,26.6,x,3.8,-13.2,0.9
CCc1ccc(C(=O)CN2C(=O)NC3(CCCCCC3)C2=O)cc1,7.8,75.2,-7.8,-10.1,1.9,-6.2,13.2,-4.5,-10.6,-2.9
COc1ccc(OC)c(-n2cnc3cc(C(=O)O)ccc32)c1,-1.2,x,1.2,-1.3,0.2,-0.2,-1.3,-7.2,-1.9,-8.3
Cc1cc(NC(=O)c2ccccc2)sc1C,-14.9,28.2,14.9,0.8,2.7,1.5,54.2*,-5.5,-8.4,3.3

# (list continues)
SMILES,SR-BI DiI-HDL act,MITF TRPM1 HTS,SR-BI DiI inh,HTR5A ag ctr,CDK5 p35 inh,cardiac RTF act,Wnt bcat act,Rtt109 HAT inh,PvdQ acylase,dFosB activator
CC(C)(C)NS(=O)(=O)c1ccc(NC(=O)C2CCCO2)cc1 (stereo not drawn),10.5,x,-10.5,1.8,-1.7,-0.3,-0.3,2.1,-8.9,1.3
O=S(=O)(/N=C(/Nc1ccc(F)c(F)c1F)c1ccccc1)c1ccccc1,5.2,-9.8,-5.2,0.0,1.1,-3.0,-2.2,0.6,1.8,-3.9
Cc1nc(CCNC(=O)CC2C(=O)NCCN2Cc2ccccc2)nc2c1CCC2 (stereo not drawn),5.7,-4.3,-5.7,-0.5,0.8,-3.7,0.8,19.2,-0.9,-1.7
CC(=O)c1c(C)[nH]c(C(=O)COc2cc(C)cc(C)c2)c1C,-45.9,7.4,46.0,2.0,3.5,14.7,x,1.7,-3.2,1.4
CC(=O)c1c(C)[nH]c(C(=O)COC(=O)c2ccc3c(=O)n4c(nc3c2)CCC4)c1C,-13.2,-7.0,13.2,0.2,-5.1,0.9,-2.3,-5.3,-11.4,-12.5
COc1cccc(NC(=O)[C@H](CC(C)C)NC(=O)[C@@H]2Cc3ccccc3CN2)c1,-14.3,-2.1,14.3,-2.7,2.8,1.3,2.0,7.2,10.8,-10.4
COC(=O)c1ccc(/C=N/NC(=O)C2CC(=O)N(c3ccc(OC)cc3)C2)cc1 (stereo not drawn),-30.5,4.4,30.5,-2.8,-2.2,-1.6,-0.6,-5.0,-16.2,-11.9
